KLK5 inh – inhibitors of human kallikrein 5; Q9Y337; recombinant hK5, fluorogenic AMC substrate cleavage; inhibition, % at 5 µM; 210,000 tested, 0.59% active;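 active = inhibition of 40% or more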;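 also: 0% = enzyme controls without compound and 100% = no-enzyme blanks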
Wee1 degr inh – human Wee1 degradation inhibition, primary screen; 220,000 tested, 1.2% active; reporter increase, % at 5 µM; P30291; HeLa Luc-Wee1K328M stability, luciferase luminescence; 100% = proteasome inhibitor MG132 effect;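 active = activation above the mean of all tested compounds plus 3 SD, set per screening run, cut at about 8.8% in these data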;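 also: cells exposed to compound for 20 h before luminescence read; 0% = DMSO alone and 100% = MG132 at 30 µM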
Furin inhibitor – human furin inhibition; 220,000 tested, 0.061% active; P09958; purified furin, fluorogenic substrate cleavage; inhibition, % at 30 µM; in the data active = inhibition above about 25%; also: inactives centre near -15
KCC2 mod – modulates chloride dependent transport by human KCC2; Q9H2X9; KCC2 cells, thallium flux FluoZin-2 fluorescence; B-score of Tl+ flux slope (higher = more flux/activation; lower = inhibition) at 10 µM; 190,000 tested, 2.2% active; AID 1456;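 active = thallium flux slope and its plate-corrected score both differing from the plate sample mean at a set confidence after two filtering rounds, in either direction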;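 also: slope of fluorescence scaled to starting intensity during 10 to 20 s after thallium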
FXIIa inh – factor XIIa (human) inhibition | P00748 | purified FXIIa, Boc-QGR-AMC fluorogenic substrate, 2 h | inhibition, % at 5 µM | AID 800 | 220,000 tested, 0.3% active; in the data active = inhibition above about 40%;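 also: 0% = enzyme with no compound and 100% = blank without enzyme; many of its hits are not listed in these tables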
thrombin 1536 – thrombin (human) inhibition; inhibition, % at 5 µM; 220,000 tested, 0.26% active; alpha-thrombin, Boc-VPR-AMC fluorogenic substrate cleavage; P00734;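 active = inhibition at or above 40%; inactive = inhibition below 40%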;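 also: 0% = enzyme with no compound and 100% = wells without enzyme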
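System: Human alpha-thrombin protein | Medium: pH 7.5 Tris (50 mM) with NaCl 150 mM, Tween 20 0.05% | Times: Enzyme reaction carried out at room temperature | Detection: AMC fluorescence, 355/460 nm | Evaluation: Percent inhibition scaled between no-compound controls and no-enzyme blanks | Benchmarks: Enzyme without compound as high, wells lacking enzyme as low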
p97 inhibitor – blocks human p97 ATPase activity; P55072; recombinant p97 ATPase, Kinase-Glo ATP luminescence, 3 h; inhibition, % at 8 µM; 220,000 tested, 0.42% active; in the data active = inhibition above about 15%;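 also: 0% = DMSO vehicle and 100% = wells lacking enzyme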
FXIa inh – blocks human coagulation factor XIa protease activity; P03951; 220,000 tested, 0.14% active; purified FXIa, Boc-Glu-Ala-Arg-AMC fluorogenic substrate; AID 798; inhibition, % at 5 µM;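 active = inhibition of at least 40%; inactive = inhibition below 40%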;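 also: fluorescence of freed AMC excited at 355 nm; 0% = enzyme without compound and 100% = no enzyme blank; many of its hits are not listed in these tables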
PERK inh – blocks human PERK kinase; Q9NZJ5; CHO PERK-DD fusion, SEAP luminescence translation reporter; inhibition, % at 5.6 µM; 220,000 tested, 0.17% active; AID 1416;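 active = inhibition above the mean inhibition of all tested compounds plus 3 SD, set separately per screening campaign, cut at about 2.9% in these data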;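 also: PERK kinase domain activated by AP20187 dimerizer at 100 nM; 0% = DMSO with dimerizer and 100% = rapamycin at 8.4 µM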
Target sequence (Q9NZJ5 whole entry, looked up, the tested form may be a part): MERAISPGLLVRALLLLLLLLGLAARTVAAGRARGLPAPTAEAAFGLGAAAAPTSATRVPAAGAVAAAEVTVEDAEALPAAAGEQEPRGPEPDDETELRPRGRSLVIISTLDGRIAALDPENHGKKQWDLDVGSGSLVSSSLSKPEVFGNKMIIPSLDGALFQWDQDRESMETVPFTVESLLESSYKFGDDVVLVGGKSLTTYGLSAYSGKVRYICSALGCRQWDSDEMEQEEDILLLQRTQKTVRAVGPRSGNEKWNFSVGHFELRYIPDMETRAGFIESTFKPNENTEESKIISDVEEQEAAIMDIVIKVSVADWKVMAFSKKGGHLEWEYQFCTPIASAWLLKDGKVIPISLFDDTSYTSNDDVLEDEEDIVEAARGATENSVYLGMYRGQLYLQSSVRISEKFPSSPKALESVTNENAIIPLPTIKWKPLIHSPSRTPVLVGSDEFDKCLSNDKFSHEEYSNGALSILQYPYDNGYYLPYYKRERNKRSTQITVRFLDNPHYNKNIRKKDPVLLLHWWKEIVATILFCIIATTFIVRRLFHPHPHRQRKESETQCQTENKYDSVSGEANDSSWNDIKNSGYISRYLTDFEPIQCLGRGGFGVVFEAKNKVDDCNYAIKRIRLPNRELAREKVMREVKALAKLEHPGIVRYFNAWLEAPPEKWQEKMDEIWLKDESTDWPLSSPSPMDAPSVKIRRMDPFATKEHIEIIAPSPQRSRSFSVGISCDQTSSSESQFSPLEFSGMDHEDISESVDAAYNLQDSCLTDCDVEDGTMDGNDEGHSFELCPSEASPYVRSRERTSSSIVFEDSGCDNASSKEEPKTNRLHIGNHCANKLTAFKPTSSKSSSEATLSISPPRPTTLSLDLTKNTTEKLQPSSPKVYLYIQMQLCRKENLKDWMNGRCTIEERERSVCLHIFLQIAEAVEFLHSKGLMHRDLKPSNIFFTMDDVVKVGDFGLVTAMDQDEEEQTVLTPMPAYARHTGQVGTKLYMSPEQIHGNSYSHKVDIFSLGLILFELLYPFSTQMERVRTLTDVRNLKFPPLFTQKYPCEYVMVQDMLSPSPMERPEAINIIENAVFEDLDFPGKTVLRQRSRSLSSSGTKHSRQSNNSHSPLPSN
The depositor's hits bear a star; nt = no result given; [ ] = dose if it differs, or a comment.

SMILES | KLK5 inh | Wee1 degr inh | Furin inhibitor | KCC2 mod | FXIIa inh | thrombin 1536 | p97 inhibitor | FXIa inh | PERK inh
CCC1C(=O)N=C(SCC(=O)Nc2nc3ccccc3s2)NC1=O (centres undefined) | -6 | 1 | -27 | 0.31 | 0 | -6 | 3 | -2 | 1.4
CC1=NN(c2ccccc2)C(=O)C1C(=O)c1ccccc1 (centres undefined) | 2 | 3 | -20 | 2 | 9 | -3 | 4 | 3 | 0.9
COc1ccccc1Nc1nc(N)nc(CN2CCC(Cc3ccccc3)CC2)n1 | 23 | 0 | -8[20 µM] | -0.52 | 7 | 27 | -2 | 9 | -1.0
N=c1n(CCCOc2ccc(Br)cc2)c2ccccc2n1CC(N)=O | -5 | 1 | -15 | 0.71 | 0 | -5 | 5 | -2 | 1.6
CCCCNS(=O)(=O)c1ccc(NC(=O)C2c3ccccc3Oc3ccccc32)cc1 | -1 | 1 | -16 | -0.26 | 2 | -8 | 7 | -1 | -0.2
O=C(Cc1ccccc1)Nc1cccc(N2CCCC2)c1 | -7 | 8 | -13[20 µM] | -0.71 | -9 | -8 | -6 | -7 | -1.1
c1ccc(CC2CCN(c3nc(N4CCOCC4)nc(N4CCOCC4)n3)CC2)cc1 | nt | 1 | -14[20 µM] | -0.23 | nt | nt | -4 | nt | -0.4
COc1cc(SC)ccc1C(=O)NCCOc1ccc(F)cc1 | -9 | 10* | 2 | -1.7 | 4 | -9 | -3 | -5 | -0.4
O=C(COc1ccc(Cl)cc1Cl)c1ccc[nH]1 | 9 | 4 | -19 | -0.56 | 0 | -6 | -6 | 0 | 1.1
CC1CCCC(NC(=O)COC(=O)Cc2ccsc2)C1C (centres undefined) | -3 | -1 | 7[20 µM] | 0.68 | 14 | -1 | -8 | -1 | 0.3
O=C(CCc1ccccc1)NNC(=O)c1ccc(NC(=O)c2ccccc2)cc1 | -18 | -3 | -5 | 1 | 2 | -12 | -2 | 5 | 0.2
O=C(c1ccc(-n2cccc2)cc1)N1CCOCC1 | -2 | -2 | -24[20 µM] | nt | 3 | -3 | 2 | 0 | 0.4
Cc1cc2c(c(SCC(=O)NCc3ccc(Cl)cc3)n1)C(=O)OC2 | 2 | 2 | -16 | nt | 12 | -3 | 5 | -1 | -0.2
CCC(=O)Nc1ccc(NC(=S)NC(=O)/C=C/c2ccccc2)cc1 | -8 | 2 | -15 | 0.56 | 8 | -4 | 0 | 5 | 0.1
Cc1ccc(SCc2ccc(C(=O)NCc3ccncc3)cc2)cc1 | -3 | 3 | -20[20 µM] | nt | 13 | -3 | 2 | 1 | 0.7
CCCn1nc(C(=O)Nc2ccc(S(=O)(=O)Nc3ncccn3)cc2)c2ccccc2c1=O | 26 | 6 | -27 | -1 | 11 | 0 | 4 | -1 | 1.3
Cc1sc2nc(SCC(=O)NCc3cccs3)[nH]c(=O)c2c1C | 0 | 4 | -12 | nt | -2 | -2 | 4 | -1 | 1.0
CC(C)(C)OC(=O)NCCC(=O)N/N=C/c1cccc2cccnc12 | -5 | 0 | -12 | 0.078 | 0 | -3 | 2 | -2 | -0.9
CC(=O)c1ccc(NC(=S)NC(NC(=O)c2ccco2)C(Cl)(Cl)Cl)cc1 (centres undefined) | -28 | -3 | -7[20 µM] | 0.26 | 10 | -1 | -1 | -5 | -0.3
CCN(CC)CCN(C(=O)c1ccc(C(C)=O)cc1)c1nc2ccc(Cl)cc2s1 | 0 | 3 | -25 | 0.65 | 8 | -7 | 4 | -4 | 0.9
O=C(CSc1nnc(-c2ccco2)n1Cc1ccccc1)NC(=O)NCc1ccco1 | -4 | 2 | -26 | nt | 10 | -2 | 0 | 4 | -0.5
O=C(O)CSCCc1ccccn1 | -5 | -1 | -17 | -0.34 | -1 | 0 | 5 | -4 | 0.6
CC1=C(C#N)S(=O)(=O)C(C#N)C(c2ccccc2)C1 (centres undefined) | 1 | 1 | -18 | -0.16 | 7 | -3 | 4 | 0 | 0.2
O=C(C1CCCN(S(=O)(=O)c2ccc(Br)s2)C1)N1CCCCCC1 (centres undefined) | -8 | -3 | -19[20 µM] | nt | 4 | -2 | -8 | 0 | -1.8
O=C(Nc1ccc(F)cc1)NC1(C(=O)NCc2ccco2)CCCCC1 | 0 | -2 | -25 | -0.019 | 8 | -2 | 13 | -9 | -0.4
O=C(COc1ccc(/C=N/NC(=O)c2cc3ccccc3o2)cc1Br)Nc1ccccc1 | -167 | 1 | -35[20 µM] | 0.23 | 10 | 0 | 3 | 2 | 0.1
O=C(NN1CCOCC1)c1sc2cccc(F)c2c1Cl | -5 | 1 | -27 | 0.017 | 4 | -11 | -4 | -6 | -0.8
CC1(C)CC(=O)C(C=NC2CC(C)(C)NC(C)(C)C2)=C(O)C1 | 6 | 4 | -2[20 µM] | 0.08 | 2 | 1 | 7 | -2 | 0.8
CC(C)c1c(O)c2c(n(-c3ccccc3)c1=O)CCCC2 | -3 | -1 | -19 | -0.04 | 3 | -4 | -3 | -4 | -0.2
CCOC(=O)c1c(N2C(=O)Nc3ccccc3N2O)n[nH]c1-c1cccc(OC)c1 | 4 | -1 | -22 | 0.75 | 15 | 13 | -1 | 1 | 0.3

3 entries already listed, sorted by their value in FXIIa inh, smallest number first:
SMILES | KLK5 inh | Wee1 degr inh | Furin inhibitor | KCC2 mod | FXIIa inh | thrombin 1536 | p97 inhibitor | FXIa inh | PERK inh
O=C(O)CSCCc1ccccn1 | -5 | -1 | -17 | -0.34 | -1 | 0 | 5 | -4 | 0.6
CC1(C)CC(=O)C(C=NC2CC(C)(C)NC(C)(C)C2)=C(O)C1 | 6 | 4 | -2[20 µM] | 0.08 | 2 | 1 | 7 | -2 | 0.8
COc1ccccc1Nc1nc(N)nc(CN2CCC(Cc3ccccc3)CC2)n1 | 23 | 0 | -8[20 µM] | -0.52 | 7 | 27 | -2 | 9 | -1.0

Complete entries from above.
c1ccc(CC2CCN(c3nc(N4CCOCC4)nc(N4CCOCC4)n3)CC2)cc1 across the screens: KLK5 inh = nt; Wee1 degr inh = 1; Furin inhibitor = -14[20 µM]; KCC2 mod = -0.23; FXIIa inh = nt; thrombin 1536 = nt; p97 inhibitor = -4; FXIa inh = nt; PERK inh = -0.4
CCC(=O)Nc1ccc(NC(=S)NC(=O)/C=C/c2ccccc2)cc1 across the screens: KLK5 inh = -8; Wee1 degr inh = 2; Furin inhibitor = -15; KCC2 mod = 0.56; FXIIa inh = 8; thrombin 1536 = -4; p97 inhibitor = 0; FXIa inh = 5; PERK inh = 0.1

More entries.
SMILES | KLK5 inh | Wee1 degr inh | Furin inhibitor | KCC2 mod | FXIIa inh | thrombin 1536 | p97 inhibitor | FXIa inh | PERK inh
N#CC1=C(N)NC(SCc2ccccc2)=C(C#N)C12CCCCC2 | -10 | 0 | -24 | -3.2* | 18 | 0 | 0 | 3 | 0.1
CCOc1ccc(NC(=O)CCS(=O)(=O)c2ccc3c(c2)CCCN3C(C)=O)cc1 | 5 | 3 | -27 | nt | -2 | -9 | 4 | -2 | 0.0
COC(=O)c1ccccc1NC(=O)Nc1cccs1 | -17 | -1 | -23[20 µM] | 0.1 | 31 | 4 | 2 | 28 | 0.9
NCCCC[C@@H]1NC(=O)c2cc([N+](=O)[O-])cc(F)c2NCCCC[C@@H](C(N)=O)NC(=O)CNC1=O | -10 | 1 | -11 | 1.2 | 5 | -2 | -1 | -5 | 0.1
Cc1nc2ccccc2n1CC(O)COc1ccccc1Cl (centres undefined) | -1 | -4 | -31 | 0.39 | 7 | -5 | 2 | 1 | -0.2
CCN(CC)c1ccc(/C=N/NC(=O)Nc2nonc2N)cc1 | -9 | -1 | -20 | nt | 11 | -3 | 7 | 3 | 1.4
O=C(COC(=O)Cc1ccccc1F)Nc1ccc(Cl)cn1 | 0 | 0 | -17 | 0.4 | 9 | 6 | 3 | -5 | 0.5
CSc1nc2ccsc2c(=O)n1-c1ccccc1 | 7 | -1 | -23 | -1 | 1 | -4 | 3 | -3 | -0.3
CCCCCCN(C(=O)CCCCCN1C(=O)NC(c2ccc(-c3ccccc3)cc2)C(C(=O)OCc2ccccc2)=C1C)C(C(=O)NCCCC)C1CCCCC1 (centres undefined) | -3 | nt | -18 | 0.64 | 5 | -5 | nt | -4 | nt
Cc1ccc(S(=O)(=O)NC(=O)NCc2ccc(Cl)cc2)cc1 | 8 | 0 | -17[20 µM] | 1 | 14 | 1 | 7 | 3 | 1.7
CSc1nc(-c2ccc(Cl)cc2)nn1C(=O)c1ccccc1 | 63* | -1 | -17 | -1.3 | 17 | 29 | -2 | 23 | -0.1
OC(COc1ccc2c(c1)OCO2)CN1CCN(c2ccc(F)cc2)CC1 (centres undefined) | 2 | 1 | -19 | -1.5 | 8 | -5 | 2 | 3 | 0.1
CC(=O)Nc1ccc(OC(=O)c2ccc(Br)c([N+](=O)[O-])c2)cc1 | 0 | -2 | -23 | -0.46 | 1 | -9 | 8 | -3 | 1.1
COc1cc(C2NC(=O)C(C#N)=C(S)N2c2ccc(C)cc2)ccc1OC(C)C (centres undefined) | 1 | 4 | -18[20 µM] | 0.21 | 12 | -3 | 4 | -2 | 0.5
C=CCn1c(SCC(=O)NCC(=O)OCC)nnc1-c1cccc(OC)c1 | 18 | -1 | -21 | -0.4 | 4 | -3 | 0 | 3 | -0.1
Nc1ccc2c(C(F)(F)F)cc(C(F)(F)F)nc2n1 | -10 | 1 | -69 | -0.46 | -6 | -15 | 0 | -15 | 0.1
O=C(c1cc(Sc2ccc(Cl)cc2)nc2ccccc12)N1CCN(c2ccccn2)CC1 | 5 | -1 | -8 | -0.48 | 9 | -1 | -6 | 3 | -0.3
COc1ccccc1N(CC(O)Cn1c(C)nc2ccccc21)S(=O)(=O)c1ccccc1 (centres undefined) | -10 | -1 | -1 | 0.66 | 13 | -4 | -3 | 11 | -0.6
Cc1ccc(S(=O)(=O)c2nc(-c3ccccc3)oc2NCCCN2CCOCC2)cc1 | 2 | -1 | -27 | 0.35 | nt | 1 | -2 | 0 | 0.0
CCc1ccc(/C=N/NC(=O)c2cc(C3CC3)nc3ccccc23)s1 | 0 | 11* | -15[20 µM] | -0.1 | -10 | -12 | 4 | -1 | -1.6
COc1ccc(-n2c(C)cc(-c3csc(N)n3)c2C)cc1 | -35 | 0 | -13 | -0.16 | 10 | -2 | 7 | 2 | 0.2
Cc1ccc(C)c(Cn2nnc3c(=O)[nH]c(C4CCN(C(=O)c5cccs5)CC4)nc32)c1 | 11 | 2 | 4[20 µM] | nt | 17 | 3 | 1 | -7 | -0.9
O=C(O)C1CCN(C(=O)c2ccco2)CC1 | 2 | 1 | -26 | nt | 10 | 5 | 8 | 6 | 0.9
CNC(=O)c1cccnc1Nc1cccc(C(F)(F)F)c1 | -4 | 4 | -8 | -0.71 | 12 | -4 | 7 | 5 | 1.6

Screening results: PubChem BioAssay, several laboratories
